# RBBP9 inhibitor – blocks human serine hydrolase RBBP9. recombinant RBBP9, FP-Rh probe fluorescence polarization. AID 1515. O75884. 0.2% of 220,000 active. inhibition, % at 7.94 µM;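 active = inhibition above the campaign mean of all tested compounds plus 3 SD, cut at about 14% in these data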;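 note: plate controls were DMSO wells with RBBP9 for no effect and wells lacking RBBP9 protein for full effect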
#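 Controls: DMSO-treated enzyme wells and wells lacking RBBP9 | Material: RBBP9 protein | Technique: Fluorescence polarization | Replication: Single well per compound, no replicates | Buffer or medium: Tris-NaCl-Pluronic buffer, pH 8.0 | Timing: 30 min compound preincubation, 45 min probe labeling, 25 °C | Read-out basis: Percent inhibition from mP, scaled between DMSO and no-protein wells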
# Ba/F3 V617F tox – lowers viability of Ba/F3 cells expressing EpoR and JAK2V617F; ATP luminescence; inhibition, % at 5.6 µM; 1.1% of 220,000 active;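 active = inhibition above the campaign mean plus 3 SD over all tested compounds, cut at about 24% in these data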;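 note: cytokine-independent growth of Ba/F3 cells driven by EpoR plus mutant JAK2; 0% = DMSO-treated cells and 100% = JAK inhibitor I control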
# NPY2 pot ag – potentiates or activates human NPY-Y2 receptor; cells expressing NPY-Y2, potentiator/agonist read-out; activation, % at 3.6 µM; 0.45% of 220,000 active; AID 1359; in the data active = activation above about 27%;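 note: cells stimulated with NPY near EC25 plus isoproterenol at EC100; 0% = vehicle plus submaximal agonist and 100% = vehicle plus saturating agonist; some results beyond the cut were filed as inactive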
# Target sequence (P49146 whole entry, looked up): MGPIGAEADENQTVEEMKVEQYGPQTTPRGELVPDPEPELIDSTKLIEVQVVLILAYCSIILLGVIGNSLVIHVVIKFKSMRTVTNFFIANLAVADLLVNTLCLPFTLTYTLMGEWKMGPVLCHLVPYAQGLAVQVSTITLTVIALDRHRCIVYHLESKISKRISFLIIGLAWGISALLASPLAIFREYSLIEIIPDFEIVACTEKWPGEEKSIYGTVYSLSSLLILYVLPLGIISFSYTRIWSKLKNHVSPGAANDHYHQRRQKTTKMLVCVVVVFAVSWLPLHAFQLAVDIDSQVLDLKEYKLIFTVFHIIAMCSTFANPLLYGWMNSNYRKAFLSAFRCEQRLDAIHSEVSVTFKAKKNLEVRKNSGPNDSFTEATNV
# S1P4 agonist – activates the human S1P4 receptor. O95977. S1P4-expressing cell line, agonist reporter assay. activation, % at 4.98 µM. 0.35% of 220,000 active. AID 1509; in the data active = activation above about 11%;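 note: 0% = DMSO vehicle and 100% = reference agonist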
# NPY Y1 blocker – antagonists of human neuropeptide Y receptor Y1. AID 1040. inhibition, % at 3.6 µM. 1% of 200,000 active. HEK293-CNG Y1 cells, membrane potential fluorescence; NPY at EC95, then isoproterenol;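 active = inhibition above the campaign mean inhibition of all tested compounds plus 3 SD, cut at about 20% in these data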;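 note: 0% = DMSO wells given NPY plus isoproterenol and 100% = isoproterenol alone without NPY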
#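 Benchmarks – high control isoproterenol alone, low control NPY with isoproterenol · Material – HEK293 Y1/CNG channel cell line · Times – dye 3 h, compound 60 min room temperature, stimulation 45 min · Probe or stimulus – NPY (25 nM), isoproterenol (1 µM), Ro 20-1724 (25 µM) · Evaluation – % inhibition of NPY effect · Signal – fluorescence, membrane potential probe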
# S1P4 antag – human S1P4 receptor antagonism; O95977; S1P4-expressing cells, antagonist mode, reporter read-out; AID 1510; 0.26% of 220,000 active; inhibition, % at 4.98 µM; in the data active = inhibition above about 29%;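 note: 0% = wells stimulated with agonist and 100% = vehicle wells without agonist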
# BaF3 tox – counter-screen for JAK2V617F inhibitors: parental Ba/F3 viability inhibitors; CellTiter-Glo ATP luminescence; 1.1% of 220,000 active; AID 1486; inhibition, % at 5.6 µM;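 active = inhibition above a per-campaign cutoff, the mean inhibition of all tested compounds plus 3 SD, cut at about 27% in these data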;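 note: 0% = DMSO wells and 100% = JAK Inhibitor I control wells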
# Runt-CBFb FRET – blocks binding of human RUNX1 Runt domain to CBFb; Q01196+Q13951; inhibition, % at 20 µM; Cerulean-Runt/Venus-CBFb FRET ratio 530/480, 1 h; 0.46% of 220,000 active;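 active = inhibition over about 50% at 20 µM in the single-dose screen, limit read from the data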;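 note: 0% = DMSO wells and 100% = excess unlabeled CBFb competitor control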
# Target sequence (Q01196 whole entry, looked up, the tested form may be a part): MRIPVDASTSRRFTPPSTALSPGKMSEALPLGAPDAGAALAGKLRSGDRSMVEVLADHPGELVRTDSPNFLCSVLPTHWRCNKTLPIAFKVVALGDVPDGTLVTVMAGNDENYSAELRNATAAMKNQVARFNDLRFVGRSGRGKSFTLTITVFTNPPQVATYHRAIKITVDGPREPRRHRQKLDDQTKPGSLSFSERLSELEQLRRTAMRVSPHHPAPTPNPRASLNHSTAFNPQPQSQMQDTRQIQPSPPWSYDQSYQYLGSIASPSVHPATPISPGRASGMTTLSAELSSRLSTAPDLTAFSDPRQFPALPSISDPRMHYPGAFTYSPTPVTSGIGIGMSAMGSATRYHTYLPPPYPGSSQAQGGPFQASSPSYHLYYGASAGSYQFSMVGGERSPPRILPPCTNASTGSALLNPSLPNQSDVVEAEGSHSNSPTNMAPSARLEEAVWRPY
# Target sequence (Q13951 whole entry, looked up, the tested form may be a part): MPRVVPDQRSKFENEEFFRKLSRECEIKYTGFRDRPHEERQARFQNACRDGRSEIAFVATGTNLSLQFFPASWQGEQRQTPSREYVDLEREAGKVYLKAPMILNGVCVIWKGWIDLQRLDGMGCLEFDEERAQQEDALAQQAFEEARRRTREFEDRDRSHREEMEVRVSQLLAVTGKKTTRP
#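 Measured by: fluorescence energy transfer, 422 nm excitation, 530/480 nm emission; Assay system: Cerulean-Runt domain; Medium: Tris pH 7.5 buffer with BSA; Measure: loss of energy transfer signal; Controls: 5 µM unlabeled CBFb as full-inhibition high control; Incubation: protein complex preformed 1 h, compound exposure 1 h, room temperature, dark.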
# NPY-Y1 PAM-ag – human NPY-Y1 potentiation or agonism, primary screen. P25929. NPY-Y1 expressing cells, potentiator/agonist activation. activation, % at 3.6 µM. 0.37% of 220,000 active; in the data active = activation above about 33%, passing the limit was not always enough;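 note: cells stimulated with NPY at EC10 then isoproterenol at EC100; 0% = low agonist plus stimulus and 100% = saturating agonist plus stimulus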
# The depositor's hits bear a star; nt = not tested or not shown.
Molecule	RBBP9 inhibitor	Ba/F3 V617F tox	NPY2 pot ag	S1P4 agonist	NPY Y1 blocker	S1P4 antag	BaF3 tox	Runt-CBFb FRET	NPY-Y1 PAM-ag
CCCN(Cc1ccccc1)C(=S)Nc1cccc(C)c1C	3.4	0.2	-12.3	0.3	1.3	-19.1	7.0	-2.0	-11.1
CCCOc1ccc(/C=N\NC(=O)CCc2n[nH]c(=O)[nH]c2=O)cc1OC	-5.3	6.5	-20.2	-1.7	1.6	-9.2	10.1	-0.7	-3.3
COc1cc(CN2CCN(c3cccc(C)c3C)CC2)cc([N+](=O)[O-])c1O	-3.3	-3.9	9.1	-1.2	4.4	-8.7	-0.2	-0.2	-0.9
Cc1cc(C)c(C(=O)N2CCCC(CNC(=O)C3(c4ccc(Cl)cc4)CC3)C2)c(=O)[nH]1 (configuration not stated)	-8.2	-1.5	10.6	-0.3	-1.4	8.3	0.5	0.9	-1.4
COc1nccc(-c2ccc(F)cc2)c1C#N	-8.6	0.2	10.3	1.6	0.8	9.2	3.6	0.7	-12.9
COc1cc(-c2ccc(NC(=O)c3ccc(C)cc3)c(OC)c2)ccc1NC(=O)c1ccc(C)cc1	-5.0	2.9	-21.8	0.9	3.6	-2.7	8.0	0.1	-47.5
Cc1ncoc1C(=O)N1CCCC(C(=O)c2ccc(Oc3ccccc3)cc2)C1 (configuration not stated)	-7.6	1.8	-11.4	0.0	5.5	-1.4	3.5	-4.4	-21.1
COc1ccc2[nH]c3c(=O)n(/N=C/[C@H]4C(C)C=C(C)CC4C)c(=O)[nH]c3c2c1 (some centres not stated)	7.5	-7.2	7.6	-2.0	-5.3	-18.2	1.5	-1.6	-2.5
O=C(c1ccccn1)N(Cc1ccco1)C1(C(=O)NC2CCCC2)CCCCC1	-22.9	6.0	-6.8	2.3	34.4*	-1.2	45.4*	3.0	0.2
CCN1CCN(C(=O)NC2CC(=O)N(c3ccc(OC)cc3)C2)CC1 (configuration not stated)	3.0	-4.2	8.3	0.9	-1.2	8.2	0.7	0.0	17.6
CCOC(=O)c1cccc(C(=O)OCC)n1	-6.0	-2.0	9.2	-0.6	3.2	-9.7	4.6	-0.4	2.8
CN(Cc1ccccc1NS(=O)(=O)c1ccc2ccccc2c1)C1CCCCC1	-7.8	0.5	-14.1	0.2	7.6	11.4	10.1	-0.8	1.3
Cc1ccc2nc(N3CCN(Cc4nnnn4Cc4ccccc4)CC3)c(C#N)cc2c1	-6.2	0.3	-1.1	0.3	0.8	10.2	2.0	25.9	2.4
NS(=O)(=O)c1ccc(CCNC(=O)Cc2c[nH]c3ccccc23)cc1	-10.1	1.2	2.1	1.2	7.2	6.3	-1.8	-0.5	-23.4
CC(=O)c1cccc(NC(=S)NC2CC2)c1	-9.1	0.0	11.9	3.4	-1.8	-12.7	6.5	-0.5	5.4
CC(=O)Oc1ccc(N2C(=O)C3C4C=CC(CO)(O4)C3C2=O)cc1 (configuration not stated)	-5.1	-0.3	-0.7	1.6	10.8	-7.1	8.4	14.0	4.2
COc1ccc(C(=O)N2CCCC(CCC(=O)NCc3ccc(F)c(F)c3)C2)cc1F (configuration not stated)	-10.1	-1.1	-3.0	-1.3	-0.7	-8.2	6.7	0.3	5.9
Cc1ccc(-c2csc3ncn(-n4c(C)ccc4C)c(=O)c23)o1	-8.1	4.4	-12.6	-0.6	15.2	2.5	5.8	13.1	-9.3
Cc1ccc(S(=O)(=O)N(C)CCCC(=O)N2CCN(C=O)CC2)cc1	0.9	-5.4	6.1	0.1	-0.3	5.3	0.7	0.9	8.2
Cc1cccc(NC(=S)NNC(=O)c2ccccc2Br)c1	-12.2	5.1	10.0	-0.6	0.1	-18.8	7.7	3.7	-6.2

# Two entries from above, with each value named.
CN(Cc1ccccc1NS(=O)(=O)c1ccc2ccccc2c1)C1CCCCC1
- RBBP9 inhibitor: -7.8
- Ba/F3 V617F tox: 0.5
- NPY2 pot ag: -14.1
- S1P4 agonist: 0.2
- NPY Y1 blocker: 7.6
- S1P4 antag: 11.4
- BaF3 tox: 10.1
- Runt-CBFb FRET: -0.8
- NPY-Y1 PAM-ag: 1.3
Cc1cccc(NC(=S)NNC(=O)c2ccccc2Br)c1
- RBBP9 inhibitor: -12.2
- Ba/F3 V617F tox: 5.1
- NPY2 pot ag: 10.0
- S1P4 agonist: -0.6
- NPY Y1 blocker: 0.1
- S1P4 antag: -18.8
- BaF3 tox: 7.7
- Runt-CBFb FRET: 3.7
- NPY-Y1 PAM-ag: -6.2

# More records follow:
Molecule	RBBP9 inhibitor	Ba/F3 V617F tox	NPY2 pot ag	S1P4 agonist	NPY Y1 blocker	S1P4 antag	BaF3 tox	Runt-CBFb FRET	NPY-Y1 PAM-ag
Cc1noc(C)c1C(=O)NNc1cc(Cl)ccc1Cl	-6.7	3.4	-0.9	0.3	nt	6.9	3.7	4.3	11.1
CCOC(=O)C1CCN(c2c(Nc3cc(C)cc(C)c3)c(=O)c2=O)CC1	4.2	3.2	-15.6	-0.1	nt	14.6	-7.8	2.7	-22.1
O=C(Nc1nc(-c2ccccc2Cl)cs1)c1cccnc1	-13.9	0.2	5.6	-1.2	-4.8	-5.2	7.1	1.2	11.0
CCCNC(=O)c1ccc2c(c1)CCN2S(C)(=O)=O	-8.7	-0.4	-6.0	0.0	-2.9	-5.0	8.1	0.1	2.4
Cc1ccccc1NC(=O)CSc1nc2cc3c(cc2cc1C)CCC3	-10.3	-1.2	-12.9	-1.1	1.9	-52.9	5.1	0.1	-1.1
COc1ccc(CC(=S)N2CCOCC2)cc1F	-15.8	2.1	4.7	0.2	-2.0	-7.4	5.7	-0.5	12.3
Cc1ccc(S(=O)(=O)N(C)CC(=O)OCC(=O)Nc2ccccc2)cc1	-7.0	-0.2	-1.2	0.7	nt	15.1	-1.9	1.3	5.7
Cc1c(NS(=O)(=O)c2ccc3nc(COc4ccccc4Cl)[nH]c3c2)c(=O)n(-c2ccccc2)n1C	-2.3	-0.4	4.5	2.2	6.5	-6.9	4.1	1.8	4.2
O=C1CCC(CCC(=O)N2CCCC(C(=O)c3cccc(C(F)(F)F)c3)C2)=NN1 (configuration not stated)	-4.9	-0.7	-2.5	1.7	3.9	-8.3	3.2	1.2	14.0
NC(=O)CN1C(=O)C2C3C=CC(C3)C2C1=O (configuration not stated)	0.1	-4.3	13.6	0.8	6.4	-10.4	-1.8	1.4	8.1
C=CCNc1nc(N2CCOCC2)c(C#N)c2c1CN(C)CC2	-5.8	-3.5	-14.7	0.9	0.1	0.6	-1.7	31.9	-4.0
Cc1nn(-c2ccccc2)c(Cl)c1/C=C1\SC(=S)N(C)C1=O	-7.2	-2.5	-13.5	1.1	1.2	3.2	0.5	-1.8	-13.0
CSCCC(NS(=O)(=O)c1ccc2c(c1)oc(=O)n2C)C(=O)NCc1cccs1 (configuration not stated)	1.1	-6.4	10.3	-1.2	nt	5.5	2.4	-2.1	12.9
NC(N)=NC(N)=Nc1ccc(SC(F)(F)F)cc1	-9.1	75.1*	-5.8	-0.2	8.5	1.3	67.1*	-3.2	0.6
COc1ccc(/C=C/c2nc3cc(-c4ccccc4)ccc3o2)cc1O	-10.9	-0.2	0.5	-0.7	-1.5	0.0	0.9	-6.7	2.3
COc1ccc(NC(=O)C2CC(=O)N/C(=N/N=C/c3ccccc3)S2)cc1 (configuration not stated)	-6.9	-5.2	3.3	0.9	nt	-19.9	2.3	-0.2	13.5
O=C(NCCNS(=O)(=O)c1ccccc1)c1cc(OCC(F)(F)F)ccc1OCC(F)(F)F	-2.8	-2.4	-11.8	-1.0	-3.8	-12.0	4.2	-4.8	8.2
Cc1cccc2cc(CN(Cc3ccccc3)C(=O)N3CCOCC3)c3nnnn3c12	-0.1	-2.5	11.9	1.0	5.9	-13.4	1.6	nt	11.5
O=C(O)CCCN1C(=O)C(=O)/C(=C(/O)c2ccc(Cl)cc2)C1c1ccccc1 (configuration not stated)	-4.3	0.3	1.2	-0.4	nt	-14.4	-5.1	-2.3	-0.7
CC(C)(C)c1ccc(NC(=O)Nc2ccc(OCC(=O)N3CCOCC3)cc2)cc1	-2.0	-2.1	12.1	0.4	-4.7	-6.5	2.6	-2.1	12.4
CC1(CCc2ccccc2)NC(=O)N(CC(=O)N2CC(=O)Nc3ccccc32)C1=O (configuration not stated)	-6.0	-1.9	4.7	1.6	nt	-14.0	-1.7	1.7	5.6
Cc1c(C(=O)N2CCN(Cc3ccccc3)CC2)sc2ncnc(N3CCOCC3)c12	-0.9	2.2	5.1	1.2	2.6	-9.5	7.2	-0.8	13.4
Cc1cc(NC(=O)c2ccc3nc(C)sc3c2)no1	-5.3	-2.2	-3.1	0.5	0.5	-15.8	8.7	3.4	7.5
O=C(COC(=O)C(O)c1ccccc1)NC12CC3CC(CC(C3)C1)C2 (configuration not stated)	-7.1	-3.2	5.8	0.4	-5.8	3.4	8.0	-1.8	9.1
CC1=CC(=Nc2c(C)n(C)n(-c3ccccc3)c2=O)C=C(C)C1=O	-2.9	-0.6	10.5	1.4	1.0	-2.6	6.0	9.1	1.0
COc1ccc([N+](=O)[O-])cc1NC(=O)CSc1nc(C)cc(C)n1	-6.2	-3.5	-1.9	0.0	-2.5	-11.2	4.7	57.3*	-11.3
COc1ccc(N2CCN(C(=O)CSc3nnc(-c4ccc5[nH]c(C)c(C)c5c4)o3)CC2)cc1	-6.2	1.2	11.3	0.2	7.9	16.1	-0.9	-0.6	19.5
Cc1ccnc2c(N3C(=O)C4C5C=CC(C5)C4(C)C3=O)cccc12 (configuration not stated)	-6.3	-1.9	8.3	4.8	-3.3	-9.1	3.3	3.4	15.1
Cc1cc(C)nc(/N=C(\N)Nc2ccc(S(=O)(=O)Nc3nccc(C)n3)cc2)n1	-1.9	-0.2	-3.6	1.2	0.6	-4.2	3.6	0.0	1.3
COC(=O)c1sccc1NC(=O)c1cc(-c2cc(C)ccc2C)nc2ccccc12	-6.8	-4.8	3.1	2.7	-0.7	-5.2	0.3	-1.9	15.0
CC(C)C(=O)NC(C)C(c1cccs1)N1CCOCC1 (configuration not stated)	-6.9	-2.6	8.3	1.2	11.1	-0.2	-0.3	0.9	14.8
O=CN1CCN(C(=O)Cc2ccc([N+](=O)[O-])cc2)CC1	-1.7	-4.6	17.4	1.1	-0.6	2.5	-3.1	-1.5	25.4
CCC(C)(C)NC(=O)C1CCN(c2nc(C)cc(C)n2)CC1	-4.5	1.1	5.4	0.6	-4.4	-17.6	11.2	9.6	-5.8
COc1ccc(-n2nc(C)cc2N)cc1	-1.7	-5.2	0.7	-0.1	0.4	-16.3	-1.8	0.9	6.5
Cc1ccc(Cc2c(C)nc3nc(SCC(=O)NCc4ccco4)nn3c2C)cc1	-5.0	2.4	-24.1	0.3	9.7	-10.1	5.5	16.6	-15.3
Cc1cc(NCc2ccccn2)n2c(nc3ccccc32)c1C#N	-0.6	-0.2	1.6	1.9	4.2	1.1	8.2	nt	-1.0
CCOc1ccc(Br)cc1CN(CC)CC	-4.8	1.6	-22.7	-1.2	nt	13.9	1.1	-0.1	-19.5
